# A-T KAP1 phos = candidate therapy for ataxia-telangiectasia; […] A-T fibroblasts, KAP-1 phosphorylation AlphaLISA; neocarzinostatin DNA damage 30 min before lysis; hit rate 0.19% among 320,000; Potency, µM (highest dose often 57.5 µM), for inactives: at the top dose activation, most hits filed as activators; AID 485349; also: potency is read from the fitted curve at half-maximal effect; % of control where 0% means no effect; nearly all actives have a fitted effect of over 45% in size
#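 ATM-like activity read as KAP-1 phosphorylation via AlphaLISA donor/acceptor antibody pairs after lysis and 6 hr at 25C. Cells were ATM-null patient fibroblasts ([…], hTERT), dosed 60 min, then exposed to the DSB inducer NCS for 30 min.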
# TSHR antag = blocks TSH signaling through the human TSH receptor | TSHR-expressing cells, TSH-stimulated cAMP HTRF, 2 h; active compounds read low | P16473 | activity change, negative = inhibition, % at 11.5 µM | hit rate 0.2% among 330,000 | AID 504810;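 active = activity change below a set negative limit, meaning inhibition stronger than a set level, cut at about -70% in these data; inconclusive = activity change between two set negative limits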; also: % is scaled to controls: 0 for no effect and ±100 for the full control effect
#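 Cell-based HTRF cAMP assay; TSHR cells + compound, TSH EC80 (4nM final), 2 h, 37 deg C. Lysis with anti-cAMP cryptate and cAMP-d2, 30 min RT, read 665/620 nm.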
# S-ASM inh = blocks human secretory acid sphingomyelinase. P17405. placental ASM, HMU-PC fluorogenic substrate, 60 min. Potency, µM (top dose mostly 57.5 µM), for the others: at the top dose activity change, negative = inhibition, actives largely listed as inhibitors. hit rate 0.006% among 340,000; also: potency is read from the fitted curve at half-maximal effect
#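 Fluorogenic HMU-PC substrate (9 uM final) is turned over by placental ASM in 60 min at 37 C after a 10 min compound preincubation. Reaction ended by alkaline stop (pH 10), with fluorescence read at 386/447 nm.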
# CXXC DNA block = MLL CXXC-DNA interaction inhibition; Potency, µM (titrated, usually from 115 µM), for inactives: top-dose activity change, negative = inhibition, hits mostly inhibitors; hit rate 0.037% among 290,000; Q03164; MLL-CXXC / FITC-HOXA9 DNA fluorescence polarization; active = well fitted inhibition curve with a large enough effect in the polarisation, with a control signal flat, not every such curve was filed as active; inconclusive = small, poorly fitted or top-dose-only effect, or effect the other way, or a change in a side signal; inactive = no such curve, though single readings can be large or run the other way; the % refers to the polarisation; also: potency is read from the fitted curve at half-maximal effect
#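 Steps: dispense CXXC domain solution (7 uM) → pin compounds or unlabeled HOX-A9 DNA control → 5 min ambient → add FLSN-HOX-A9 solution (50 nM) → spin → 30 min ambient → fluorescence polarization. Tris pH 7.5/NaCl/DTT/BSA buffer.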
# Menin MLL FP TR = inhibitors of human menin-MLL interaction, mutant MLL peptide; Menin + Texas Red MLL mutant peptide, fluorescence polarization; hit rate 0.23% among 270,000; Potency, µM (doses to about 61.6 µM), for inactives: at the highest dose FP activity change, negative = inhibition, hits mostly inhibitors; AID 1768; active = well fitted inhibition curve with a large enough effect in the polarisation, with a control signal flat, not every such curve was filed as active; inconclusive = small, poorly fitted or top-dose-only effect, or effect the other way, or a change in a side signal; inactive = no such curve, though single readings can be large or run the other way; the % refers to the polarisation; also: potency is read from the fitted curve at half-maximal effect; % of control where 0% means no effect; many of its hits are not listed in these tables
# Target sequence (O00255 whole entry, looked up): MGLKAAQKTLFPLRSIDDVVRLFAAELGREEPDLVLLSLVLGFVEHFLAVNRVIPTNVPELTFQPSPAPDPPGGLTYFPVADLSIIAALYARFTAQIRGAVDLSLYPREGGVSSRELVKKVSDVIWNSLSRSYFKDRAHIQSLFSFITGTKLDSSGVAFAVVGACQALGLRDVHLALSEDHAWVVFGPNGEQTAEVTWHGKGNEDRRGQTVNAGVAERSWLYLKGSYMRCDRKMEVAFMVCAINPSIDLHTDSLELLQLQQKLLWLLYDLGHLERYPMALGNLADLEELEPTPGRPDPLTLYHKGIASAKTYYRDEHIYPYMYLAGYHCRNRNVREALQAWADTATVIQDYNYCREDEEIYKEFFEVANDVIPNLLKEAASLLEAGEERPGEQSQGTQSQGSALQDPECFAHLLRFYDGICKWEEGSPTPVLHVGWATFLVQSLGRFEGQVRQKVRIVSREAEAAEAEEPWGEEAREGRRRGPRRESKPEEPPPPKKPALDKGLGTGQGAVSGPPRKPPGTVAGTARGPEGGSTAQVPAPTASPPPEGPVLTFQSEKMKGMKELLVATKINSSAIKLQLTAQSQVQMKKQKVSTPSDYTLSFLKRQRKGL
# TCR activator = T cell receptor activation; primary human leukocytes, anti-CD3, IL-2 HTRF, 48 h; Potency, µM (titrated, usually from 9.22 µM), without a hit: top-dose activation of IL-2 secretion, most hits filed as activators; 330,000 tested, under 10 active; also: % of control where 0% means no effect
#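 Compounds are tested in HTS on primary human leukocytes co-incubated with a-CD3 beads for 48 hr. IL-2 output is measured by time-resolved FRET.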
# a7 integrin act = activates integrin-mediated alleviation for muscular dystrophy. alpha7betagal myoblasts, beta-gal FDG fluorescence, 48 h. Potency, µM (top dose mostly 38.3 µM), inactives show at the highest dose activation, hits mostly activators. hit rate 0.064% among 350,000;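 also: potency is read from the fitted curve at half-maximal effect; 100% = response of the positive control SU9516; nearly all actives have a fitted effect of over 60% in size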
#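 alpha7betagal+/- myoblasts (passage 13, 250/well) treated 48 h at 37C with compounds at 1:260 dilution of DMSO stock. Lysed, then beta-galactosidase activity read as FDG fluorescence (ex 480/em 540) after 30 min, with pre-read for autofluorescence.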
# MBNL1-CUG inh = MBNL1-poly(CUG) RNA binding inhibition; Q9NR56; TR-FRET MBNL1-His/biotin-(CUG)12 binding, 665/545 ratio; Potency, µM (series often up to 57.5 µM), for the others: at the highest dose activity change, negative = inhibition, hits mostly inhibitors; hit rate 0.036% among 280,000; AID 2675; active = well fitted inhibition curve with a large enough effect in the signal ratio, with a control signal flat, not every such curve was filed as active; inconclusive = small, poorly fitted or top-dose-only effect, or effect the other way, or a change in a side signal; inactive = no such curve, though single readings can be large or run the other way; the % refers to the signal ratio; also: potency is read from the fitted curve at half-maximal effect; % is scaled to controls: 0 for no effect and ±100 for the full control effect
#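 His-tagged MBNL1 binding to biotinylated (CUG)12 RNA was measured by TR-FRET using terbium anti-His antibody (0.055 ng/ul final) and streptavidin-XL665 (5 nM final). Compounds were titrated 92 nM to 58 uM; 60 min at room temperature.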
# TSG101-PTAP inh = blocks PTAP/TSG101 interaction to inhibit HIV-1 budding. Potency, µM (highest dose often 115 µM), without a hit: at the highest dose activity change, negative = inhibition, most hits filed as inhibitors. 340,000 tested, under 10 active. Q99816. AID 493005. Fluorescence polarization, FITC-PTAP peptide / Tsg101 binding; active = well fitted inhibition curve with a large enough effect in the main read-out, with a control signal flat, not every such curve was filed as active; inconclusive = small, poorly fitted or top-dose-only effect, or effect the other way, or a change in a side signal; inactive = no such curve, though single readings can be large or run the other way; also: potency is read from the fitted curve at half-maximal effect; % of control where 0% means no effect
# Target sequence (Q99816 whole entry, looked up): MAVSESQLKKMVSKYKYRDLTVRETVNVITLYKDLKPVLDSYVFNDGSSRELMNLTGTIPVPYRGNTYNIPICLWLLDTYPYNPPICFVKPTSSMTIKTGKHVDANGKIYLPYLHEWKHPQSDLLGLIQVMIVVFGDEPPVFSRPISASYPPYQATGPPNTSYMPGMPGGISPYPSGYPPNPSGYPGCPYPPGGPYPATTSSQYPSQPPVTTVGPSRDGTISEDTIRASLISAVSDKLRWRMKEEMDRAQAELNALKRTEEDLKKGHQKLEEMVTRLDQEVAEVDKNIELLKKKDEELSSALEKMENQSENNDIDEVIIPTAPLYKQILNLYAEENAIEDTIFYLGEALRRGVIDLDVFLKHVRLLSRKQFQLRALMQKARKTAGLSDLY
#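 FP read-out: FITC-PTAP peptide, 50 nM final, binding Tsg101 binding domain, 10 uM final; 20 min, r.t.; 10 mM HEPES pH 7.5, 0.15 M NaCl, 0.01% Tween 20, 3 mM EDTA, 0.1 mM TCEP.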
# Mito fusion act = inhibitors of mitochondrial division or activators of mitochondrial fusion; S. cerevisiae fusion-defective mutant growth rescue, CellTiterGlo 48 h; Potency, µM (highest dose often 46.1 µM), for the others: at the highest dose growth rescue (activation), actives largely listed as activators; hit rate 0.23% among 320,000; AID 485298;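 also: potency is read from the fitted curve at half-maximal effect; % of control where 0% means no effect; nearly all actives have a fitted effect of over 45% in size; temperature-sensitive fusion mutants such as fzo1-1 at 37 °C on non-fermentable ethanol glycerol medium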
#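 S. cerevisiae fusion-defective temperature-sensitive mutants (e.g. fzo1-1, mgm1-5) grown 48 h at 37C in YPEG (ethanol/glycerol non-fermentable) medium with 23 nl compound per well; growth rescue read as CellTiterGlo luminescence.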
# Active calls of the source: *; ? = inconclusive; nt = no result given; & = joins results of further samples; [ ] = another dose, or the depositor's remark. Unless noted, calls follow the shape of the dose curve; as a rule, active = well fitted curve in the direction sought with a large enough effect; inconclusive = small, poorly fitted or top-dose-only effect, or another doubt; inactive = no such curve, though single readings can be large; an effect the other way counts as inactive or inconclusive. Not all compounds are listed; count on the stated rates, not on these rows.
SMILES,A-T KAP1 phos,TSHR antag,S-ASM inh,CXXC DNA block,Menin MLL FP TR,TCR activator,a7 integrin act,MBNL1-CUG inh,TSG101-PTAP inh,Mito fusion act
COc1ccc(C2C3=C(CC(c4ccco4)CC3=O)Nc3ccccc3N2C(C)=O)cc1 (stereo not drawn),5%,-16,2%,6%,1%,6%,-10%,3%,1%,2%
O=C1CCN(Cc2ccccc2)S(=O)(=O)c2ccccc21,0%,-3,0%,33%[activator],24%,-2%,5%,-4%,-4%,-4%
CC(C)n1nnnc1SCC(=O)N1CCOCC1,-6%,-11,0%,-7%,5%,2%,-16%,-5%,-4%,-3%
CCOc1cc(C2C(C(C)=O)=C(C)Nc3ncnn32)ccc1O (stereo not drawn),-17%,-4,16%,0%,39%[activator],-8%,-15%,2%,0%,1%
O=C(OCC#CCSc1nnc(-c2ccc(Br)cc2)o1)c1ccco1,7%,1,-2%,1%,6%,-2%,-28%,-6%,1%,-3%
O=C(N/N=C/c1ccccn1)c1cc(-c2ccccc2)nc2ccccc12,33%,6,-7%,11%,nt,4%,-28%,14%,1%,7%
CCOc1ccc2nc(/N=C/c3c(C)[nH]n(-c4ccccc4)c3=O)sc2c1,-4%,16,-5%,?,?,-4%[46.1 µM],-19%,nt,-1%,2%
CCOc1ccc(CCNC(=O)c2ccc3c(c2)NC(=O)C2CCCN32)cc1OCC (stereo not drawn),1%,0,nt,nt,11%,nt,nt,3%,nt,1%
O=C(O)C1=C(C(=O)Nc2ccc(F)c(Cl)c2)CCCC1,-2%,10,5%,-1%,15%,-3%,-3%,3%,-5%,7%
CNC(=O)C(=O)NCC1OCCN1S(=O)(=O)c1ccc(C)cc1 (stereo not drawn),2%,-7,4%,4%,nt,6%,9%,-5%,nt,3%
COc1ccccc1CCn1c(N)cc(=O)[nH]c1=O,8%,-11,0%,8%,-22%,-15%,?,-10%,-1%,3%
COCc1cc(=O)[nH]c2cc(NC(=O)c3cccc(OC)c3)c(C)cc12,-10%,-6,47%[activator],-16%,14%,10%,-1%,4%,-4%,-4%
O=c1cc(CCc2ccccc2)oc2cccc(O)c12,nt,nt,-3%,nt,nt,-1%,-13%,nt,0%,nt
N#Cc1c(N)c(C(=O)c2ccc(Br)cc2)n2c1CCC2,2%,2,0%,3%,-5%,2%,4%,-3%,-5%,2%
CC(C)[C@H](NC(=O)c1ccccc1)C(=O)OCC(=O)NCc1ccc2c(c1)OCO2,10%,-2,-3%,nt,nt,-3%[46.1 µM],-15%,nt,2%,nt
Cc1ccc(N(CCC#N)C(=O)COC(=O)c2ccccn2)cc1,-2%,8,-2%,3%,9%,6%,0%,4%,-1%,0%
COc1cccc(C2C(=O)N(C3CCCCC3)CC(=O)N2Cc2ccc(F)cc2)c1 (stereo not drawn),-5%,-5,2%,-1%,-2%,5%,6%,-14%,-2%,8%
O=C(NCCC(=O)N1CCCC(C(F)(F)F)C1)c1ccc(Br)cc1 (stereo not drawn),7%,15,-2%,4%,nt,-4%,-9%,-5%,-6%,-7%
CCCCN(C)S(=O)(=O)c1cc(Br)cc2c1N(C(=O)C1CC1)CC2,7%,-7,-4%,0%,-9%,nt,16%,9%,-8%,?
COc1ccccc1CC(Cc1nc2ccccc2[nH]1)c1nc2ccccc2[nH]1 (stereo not drawn),-1%,-13,-1%,10%,31%&3%[activator],3%,-22%,15%,2%,-3%
CC1CCCCN1C(=O)CSc1nc(N)nc(N)n1 (stereo not drawn),12%,14,6%,nt,nt,-1%,2%,nt,-2%,6%
COc1cccc(N=CC2=C(O)CC(C)(C)CC2=O)c1,18%,-18,3%,-2%,0%,-8%,17%,-2%,1%,1%
COc1ccc2c(c1)C(O)C(CO)C(C(=O)O)C2 (stereo not drawn),nt,nt,1%,nt,nt,7%,-11%,nt,2%,nt
Cc1cc(/C=C2\SC(=S)NC2=O)c(C)[nH]1,-8%,-5,-6%,48%[activator],?,2%,-2%,?,14%,7%
Cn1cc(C(=O)C(=O)NC2CCCCC2)c2ccccc21,0%,-9,-2%,6%,nt,0%,-5%,6%,1%,1%
C=CCc1ccccc1OCC(O)CN(C(C)C)C(C)C (stereo not drawn),4%,-3,-8%,19%,-7%,1%,-30%,-2%,-4%,-7%
Cc1cccc(N/N=C(\C=N\N)C(=O)c2ccc(Br)cc2)c1,?,2,nt,-2%,24%,nt,nt,1%,nt,6%
Cc1sc2ncn(CC(=O)NCCCC(=O)N3CCCCC3)c(=O)c2c1C,-3%,0,0%,6%,-3%,3%,12%,-1%,2%,-2%
O=C1C(=O)N(c2nccs2)C(c2ccccc2F)/C1=C(\O)c1ccc2c(c1)OCCO2 (stereo not drawn),-7%,7,-2%,-16%,nt,0%,15%,?,-2%,-1%
CCOC(=O)c1nc(S(C)(=O)=O)ncc1Cl,-7%,19,6%,5%,-1%,1%,-55%[inhibitor],20%,-15%,-13%
Cc1ccc(CCCOC(=O)C[N+]2(C)CCCC2)cc1,-5%,11,1%,-4%,-2%,1%[46.1 µM],3%,?,-1%,0%
Cc1ccc(NC(=O)COC(=O)c2ccc(-n3cnnn3)cc2)c(Br)c1,2%,-10,6%,nt,nt,6%,-6%,nt,-2%,4%
CCOc1ccc(NC(=S)N2CCCN(Cc3cccc(Cl)c3)C2)cc1,-2%,2,-2%,-8%,0%,-6%,-51%,-7%,-2%,2%
Cc1ccc(-c2nnc(CSc3nnc4c5c(C)c(C)sc5nc(C(C)C)n34)o2)cc1,-8%,3,nt,3%,12%,nt,nt,22%,nt,-8%
COc1ccc(OC)c(NC(=O)N[C@@H](Cc2ccccc2)C(=O)O)c1,-1%,4,4%,9%,-15%,nt,-7%[7.66 µM],1%,-10%,-1%
c1ccc(-c2cnnc(N3CCCCC3)n2)cc1,-1%,-8,-5%,11%,-7%,1%,-2%,14%,-1%,3%
CC12CCC(C(=O)N3CCc4ccccc43)(CC1=O)C2(C)C (stereo not drawn),-5%,-32,-3%,5%,-11%,0%,15%,2%,2%,14µM*
CCOc1cc(NC(=S)NCC2CCCO2)c(OCC)cc1NC(=O)c1ccccc1C (stereo not drawn),8%,-11,1%,-2%,?,-3%,-5%,4%,-11%,-7%
Cc1ccc2c(c1)N(C(=O)CCC(=O)NCCCN1CCN(C)CC1)CC(C)O2 (stereo not drawn),1%,26,0%,nt,-2%,4%,11%,-4%,1%,7%
CC(=O)c1ccc(N2CCN(c3ccccc3O)CC2)c([N+](=O)[O-])c1,-1%,-10,-4%,-15%,?,-10%,-54%[inhibitor],?,-1%,?
CC(C)CN(CC(C)C)C(=O)CC(=O)NC(=O)c1ccc(Cl)cc1,2%,27,-2%,-5%,-3%,2%,24%,7%,3%,-1%
Oc1c(C(c2ccco2)N2CCC3(CC2)OCCO3)sc2ncnn12 (stereo not drawn),13%,12,2%,0%,-4%[11.7 µM],1%,12%,10%,-3%,-1%
CCN(CC(=O)Nc1c(F)cccc1F)C(=O)c1ccc(Sc2nncn2C)c([N+](=O)[O-])c1,1%,3,4%,nt,nt,1%,1%,nt,-7%,2%
O=C(O)c1ccc(CSCc2c(F)cccc2Cl)o1,nt,6,8%,-8%,2%,3%,23%,-25%,-11%,1%
CC(C)CN(CCNC(=O)CN1C(=O)COc2ccc(S(=O)(=O)N3CCC(C)CC3)cc21)CC(C)C,3%,9,2%,-13%,nt,0%,-30%,-5%,-8%,0%
CN1C[C@@H]2[C@@H]3C(=O)N(C)C(=O)[C@@H]3[C@](C)(C1=O)N2C(=O)c1ccc(C(C)(C)C)cc1,nt,nt,2%,nt,nt,12%,-9%,nt,-3%,nt
CN1/C(=C/c2cccc[n+]2CCO)Sc2ccccc21,4%,7,-6%,5%,6%,nt,42%,?,-4%,-2%
COC(=O)c1c(NC(=O)COC(=O)C2CCC2)sc(C)c1C,8%,-2,-3%,nt,nt,-1%,-10%,nt,-3%,12%
CN(C)S(=O)(=O)c1cccc(NC(=O)COC(=O)/C=C/c2ccc([N+](=O)[O-])cc2)c1,-6%,-9,-13%,14%,?,1%,-14%,?,-1%,7%

# Assay outcomes as filed in PubChem.
